# hK5 inh – human KLK5 protease inhibitors, primary screen, biochemical, 1536-well; AID 873, 2007; 210,000 compounds, 0.59% hits; Kallikrein-5 (Homo sapiens), Q9Y337; recombinant hK5, fluorogenic AMC substrate cleavage; inhibition, % at 5 µM;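 active means inhibition of 40% or more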;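 further: 0% = enzyme controls without compound and 100% = no-enzyme blanks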
# EBV gp42 block – Epstein-Barr virus gp42 inhibitors, primary screen, biochemical, uHTS, fluorescence polarization; Glycoprotein 42 (Epstein-Barr virus (strain AG876)), Q1HVG2; Fluorescence polarization binding assay, mP read-out; inhibition, % (tested at 21.74 µM); 220,000 compounds, 0.42% hits; AID 1085, 2008; in the data active means inhibition above about 50%
# Thrombin inh – human alpha-thrombin inhibitors, primary screen, counter-screen for coagulation protease inhibitor project, biochemical, 1536-well, fluorogenic AMC substrate; Boc-VPR-AMC fluorogenic substrate cleavage; inhibition, % at 5 µM; 220,000 compounds, 0.26% hits; AID 1046, 2008;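 active means inhibition at or above 40%; inactive means inhibition below 40%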;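 further: 0% = enzyme with no compound and 100% = wells without enzyme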
#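 Test system: human alpha-thrombin protein / Dosing: one concentration per compound, 5 µM, with 0.2% DMSO / Medium: pH 7.5 Tris-saline with Tween 20 / Benchmarks: no-compound enzyme wells and no-enzyme blanks / Read-out basis: percent inhibition of thrombin substrate cleavage / Timing: reaction at room temperature / Measured by: fluorescence, ex 355 nm, em 460 nm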
# NCF1 inh – p47phox/p22phox peptide binding inhibitors, primary screen, biochemical, uHTS, NADPH oxidase regulatory subunit; fluorescence polarization, 2 h; Neutrophil cytosol factor 1 (Homo sapiens), P14598; 220,000 compounds, 0.53% hits; AID 1274, 2008; inhibition, % at 24.7 µM;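 further: 0% = p47phox with labelled peptide and 100% = labelled peptide alone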
# Furin inh – human furin inhibitors, primary screen, biochemical, fluorescence intensity; purified furin, fluorogenic substrate cleavage; 220,000 compounds, 0.061% hits; AID 463115, 2010; inhibition, % at 30 µM; P09958; in the data active means inhibition above about 25%; further: inactives centre near -15
# Target sequence (P09958 108-714 limits assumed): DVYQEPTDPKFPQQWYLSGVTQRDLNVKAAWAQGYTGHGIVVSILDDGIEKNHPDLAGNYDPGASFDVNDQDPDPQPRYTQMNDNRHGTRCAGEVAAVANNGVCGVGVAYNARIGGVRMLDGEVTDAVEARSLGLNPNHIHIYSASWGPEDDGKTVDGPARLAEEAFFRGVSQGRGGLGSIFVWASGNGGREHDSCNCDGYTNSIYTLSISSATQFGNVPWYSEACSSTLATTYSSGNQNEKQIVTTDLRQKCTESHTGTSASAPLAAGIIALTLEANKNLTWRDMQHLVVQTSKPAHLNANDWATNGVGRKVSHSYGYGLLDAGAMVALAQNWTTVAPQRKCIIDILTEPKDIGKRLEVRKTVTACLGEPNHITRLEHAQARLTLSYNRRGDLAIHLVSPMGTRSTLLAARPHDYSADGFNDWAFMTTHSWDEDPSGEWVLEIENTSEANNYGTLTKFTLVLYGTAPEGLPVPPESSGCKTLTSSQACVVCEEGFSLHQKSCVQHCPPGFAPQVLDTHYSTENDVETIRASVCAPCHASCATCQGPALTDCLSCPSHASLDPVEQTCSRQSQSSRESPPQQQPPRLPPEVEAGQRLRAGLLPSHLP
# Cl transport mod – KCC2 cotransporter modulators, thallium flux, primary screen, cell-based, HEK293 KCC2, FluoZin-2 fluorescence, MLSMR | Solute carrier family 12 member 5 (Homo sapiens), Q9H2X9 | KCC2 cells, thallium flux FluoZin-2 fluorescence | B-score of Tl+ flux slope (higher = more flux/activation; lower = inhibition) at 10 µM | 190,000 compounds, 2.2% hits;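 active means thallium flux slope and its plate-corrected score both differing from the plate sample mean at a set confidence after two filtering rounds, in either direction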;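 further: slope of fluorescence scaled to starting intensity during 10 to 20 s after thallium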
# eIF4E-4G inh – eIF4E–eIF4G protein interaction inhibitors, primary screen, biochemical, uHTS, TR-FRET, eIF4GI fragment; inhibition, % at 21.7 µM; AID 782, 2007; Eukaryotic translation initiation factor 4E (Mus musculus) + Eukaryotic translation …; 220,000 compounds, 0.37% hits; TR-FRET eIF4E-eIF4GI(517-606) binding, 2 h;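 further: 0% = full FRET control wells and 100% = background wells lacking eIF4GI fragment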
# 14-3-3 Bad inh – inhibitors of 14-3-3 zeta/Bad binding, primary screen, biochemical, TR-FRET, bovine 14-3-3 zeta; 14-3-3 protein zeta/delta (Bos taurus), P63103; TR-FRET 14-3-3zeta/Dy647-pBad peptide displacement, 1 h; inhibition, % at 21.7 µM; 220,000 compounds, 0.71% hits; AID 781, 2007;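 active means inhibition above about 70%, limit read from the data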;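 further: 0% = full 14-3-3 plus peptide FRET controls and 100% = background without 14-3-3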
# Rad51 HR inh – human RAD51 strand exchange inhibitors, primary screen, biochemical, fluorescence; DNA repair protein RAD51 homolog 1 (Homo sapiens), Q06609; hRad51 DNA strand exchange, fluorescence dequenching; inhibition, % at 10 µM; 200,000 compounds, 0.085% hits;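 active means inhibition above 40% at the single screening dose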;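 further: 0% = DMSO control wells and 100% = blanks with heterologous ssDNA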
# Target sequence (Q06609 whole entry, looked up): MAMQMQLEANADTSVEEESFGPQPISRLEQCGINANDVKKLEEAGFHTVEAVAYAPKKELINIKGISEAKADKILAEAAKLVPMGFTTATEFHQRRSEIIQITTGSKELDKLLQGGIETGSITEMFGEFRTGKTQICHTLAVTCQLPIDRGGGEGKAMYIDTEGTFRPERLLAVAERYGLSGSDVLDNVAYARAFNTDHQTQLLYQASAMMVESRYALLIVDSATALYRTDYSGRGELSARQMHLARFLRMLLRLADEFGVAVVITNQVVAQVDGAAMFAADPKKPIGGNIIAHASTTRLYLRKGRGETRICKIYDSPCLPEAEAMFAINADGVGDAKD
#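 material = hRad51 filaments on single-stranded DNA | timing = filaments 15 min 37 °C, then compound 30 min | signal = FRET fluorescence dequenching, excitation 485 nm, emission 520 nm | benchmarks = control wells and blank wells on each plate | evaluation = percent inhibition relative to plate controls and blanks | compound = 10 µM final, single point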
# Starred values were filed as active, the others as inactive; i = inactive; · = not tested or not shown; [ ] = another dose, or the depositor's remark.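 How the source made its calls, unless noted: active means inhibition above about 30% (limit read from the data); inactive means the rest.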 Rows were taken by chance; any-hit rate near 4.7%.
# Sample of the layout, 6 compounds:
# Order of values – hK5 inh, EBV gp42 block, Thrombin inh, NCF1 inh, Furin inh, Cl transport mod, eIF4E-4G inh, 14-3-3 Bad inh, Rad51 HR inh
> Cc1ccc(S(=O)(=O)CC(=O)c2ccc(C(C)(C)C)cc2)cc1
    6, -1, 0, -8, -12[20 µM], 0.78, -1[fluorescence artefact?], 6, -5
> CCOC(=O)C1=C(CN2CCC(C)CC2)NC(=O)NC1c1ccc(Cl)cc1 (stereo not drawn)
    14, 9, -1, 3, -2[20 µM], ·, -7, 8, 1
> O=C(Nc1ccc(Cc2ccncc2)cc1)c1cccc([N+](=O)[O-])c1
    -10, 4, 3, -10, -3, -4.2*, 3, 7, ·
> CCCn1c2ccccc2c2nnc(SCC(=O)Nc3nnc(CC(=O)OCC)s3)nc21
    14, -15, 3, -3, -13[20 µM], -0.21, ·, ·, -2
> COc1ccccc1NC(=S)NCCc1c[nH]c2ccccc12
    5, -13, -2, -11, -20, -1.5, 7, -5, 14
> CCCNC(=O)C(=O)N/N=C/c1ccc(OCc2ccccc2)cc1
    -1, -8, -5, 1, -12, 1, 0, -15, 10

# Results (from the top)
# Order of values – hK5 inh, EBV gp42 block, Thrombin inh, NCF1 inh, Furin inh, Cl transport mod, eIF4E-4G inh, 14-3-3 Bad inh, Rad51 HR inh
> Cc1ccc(S(=O)(=O)CC(=O)c2ccc(C(C)(C)C)cc2)cc1
    6, -1, 0, -8, -12[20 µM], 0.78, -1[fluorescence artefact?], 6, -5
> CCOC(=O)C1=C(CN2CCC(C)CC2)NC(=O)NC1c1ccc(Cl)cc1 (stereo not drawn)
    14, 9, -1, 3, -2[20 µM], ·, -7, 8, 1
> O=C(Nc1ccc(Cc2ccncc2)cc1)c1cccc([N+](=O)[O-])c1
    -10, 4, 3, -10, -3, -4.2*, 3, 7, ·
> CCCn1c2ccccc2c2nnc(SCC(=O)Nc3nnc(CC(=O)OCC)s3)nc21
    14, -15, 3, -3, -13[20 µM], -0.21, ·, ·, -2
> COc1ccccc1NC(=S)NCCc1c[nH]c2ccccc12
    5, -13, -2, -11, -20, -1.5, 7, -5, 14
> CCCNC(=O)C(=O)N/N=C/c1ccc(OCc2ccccc2)cc1
    -1, -8, -5, 1, -12, 1, 0, -15, 10
> CCOc1ccc(NS(=O)(=O)c2ccc(NC(=O)c3cccnc3)c(OC)c2)cc1
    -4, -3, 2, 5, -20, -0.064, 3, 6, 0
> CCOC(=O)Cc1csc(NC(=O)COc2ccc(C)c(C)c2)n1
    3, -7, -30, -13, -25, -1, 0, -20, 7
> Cc1ccc2c(CSc3nncn3C)cc(=O)oc2c1C
    -4, 2, -25, 4, -20, 0, -1, 35, 2
> O=C(Cn1nc(-c2cccc(Cl)c2)ccc1=O)Nc1cccnc1
    -3, -15, -1, 0, -19, 0.0085, 2, 0, 5
> CCOC(=O)N1c2ccccc2Sc2ccccc21
    -1, -15, -5, -18, -23, 0.48, 4, 1, 4
> O=C(Nc1nnc(Cc2ccc(Cl)cc2)s1)c1cccs1
    -4, -6, -3, -1, -7[20 µM], ·, -3, 1, -5
> O=C(CN(c1ccc2c(c1)OCCO2)S(=O)(=O)c1ccccc1)NCC1CCCO1 (stereo not drawn)
    -3, -14, 2, 4, -15[20 µM], ·, -15, -1, -3
> Cc1cc(SCC(=O)N(C)CC(=O)Nc2ccc(F)cc2)nc2ccccc12
    12, -13, -4, -27, -18, -0.97, -1, 4, -12
> COC(=O)c1sc(S(=O)(=O)NC(C)C(=O)O)c(C(=O)OC)c1C (stereo not drawn)
    5, -14, -5, -13, -17, -0.057, 3, -17, 6
> COC(=O)c1ccc(-c2n[nH]c(=O)c3ccccc23)cc1
    -20, -11, -3, -1, -20[20 µM], 1.5, -3[fluorescence artefact?], 11, 1
> CCOCCCNC(=O)c1ccc(N2CCOCC2)c(NS(=O)(=O)c2ccc(OC)cc2)c1
    -8, -5, -9, -2, -12, -1, 1, 12, 1
> COC(=O)c1ccc(Cn2cnc3c(cnn3-c3ccc(C)c(C)c3)c2=O)o1
    6, -16, 0, -3, -11[20 µM], 0.67, -5, -8, -11
> Cc1ccc(NC(=O)CCC(=O)OCC(=O)c2ccc(-c3ccccc3)cc2)cc1
    -2, -15, -10, 18, -22, 1.2, 5, 58[fluorescence artefact?], -2
> CC1=C(Sc2nc3ccccc3[nH]2)C(=O)NC(C)(C)C1
    -26, -12, -13, -3, -2, -0.42, -2, -10[fluorescence artefact?], 1
> O=C(Cc1cccs1)Nc1ccccc1-c1nc2ccccc2[nH]1
    25, -12, 1, -22, -33, -1.1, -12, -3, -1
> Nc1cccc(-c2nc3ccccc3[nH]2)c1
    -43, -30, 2, -15, -23[20 µM], 2.6, -3, 11, -2
> Cc1cccc(N2CCN(C(=O)C(NS(=O)(=O)c3cccs3)c3ccccc3)CC2)c1C (stereo not drawn)
    -5, -17, -3, -76, -22[20 µM], ·, ·, ·, -7
> COc1cc(Br)cc2cc(C(=O)N3CCCCC3C)c(=O)oc12 (stereo not drawn)
    -18, -4, -21, -2, -28[20 µM], 0.035, -5, 9, -2
> CC1CCc2sc(C(=O)OC(C)C(=O)Nc3ncc(Cl)cc3Cl)cc2C1 (stereo not drawn)
    -5, -12, -3, -22, -19, 0.093, -4, -4[fluorescence artefact?], 6
> COc1ccc(Cl)cc1S(=O)(=O)Oc1ccc(NC(C)=O)cc1
    -3, -19, -2, 1, -21[20 µM], -0.69, 0, -7, -1
> CC1Cc2nc(SCC(=O)Nc3ccc(F)cc3F)n(C)c(=O)c2S1 (stereo not drawn)
    -15, -6, -6, 10, -25[20 µM], -1.4, 4, -9, -5
> CCCCC(CC)C(=O)Nc1ccc(Nc2ccccc2)cc1 (stereo not drawn)
    -15, -18, -2, -5, -7, -1.9, 11[fluorescence artefact?], -1, 2
> CCCCNC(=S)Nc1ccc(-c2nc3ccc(C)cc3s2)cc1
    -24, -5, 1, -10, -16, 1.1, -1, 1, ·
> COC(=O)c1nn(-c2cccc(C)c2)c2nnc(Cc3ccccc3)c(=O)n12
    -7, -9, -6, 0, 6, 0.93, -2, 3[fluorescence artefact?], ·
> CCCNC(=O)COc1nc2ccccc2nc1N1CCOCC1
    -7, 2, -4, -4, -4, -0.35, 3, -5[fluorescence artefact?], ·
> O=c1[nH]c2ccc(S(=O)(=O)N3CCCCC3)cc2[nH]1
    -22, 1, -6, 4, -21, -0.39, -2[fluorescence artefact?], -5[fluorescence artefact?], 2
> Cc1nn(-c2ccccn2)c2c1C(c1ccncc1)C1=C(CC(C)(C)CC1=O)N2 (stereo not drawn)
    -9, -16, -3, 12, -8[20 µM], -0.0086, -4, 0, 0
> O=C1NC(c2ccccc2)=C(c2nc3ccccc3s2)C(c2ccc(O)cc2)N1 (stereo not drawn)
    -9, -15, -3, -19, -7[20 µM], 0.022, 7[fluorescence artefact?], 5[fluorescence artefact?], -2
> COCCCNC(=S)Nc1cccc2ncccc12
    -13, 8, 1, -3, -31, 2, -2, -23, -1
> CC(C)OC(=O)c1c(-c2ccc(C(C)C)cc2)csc1NC(=O)C1CCCO1 (stereo not drawn)
    7, -18, 0, -11, -15[20 µM], -0.14, -1, -2, -3
> Cc1ccc2[nH]c3c(N4CCN(Cc5ccccc5)CC4)ncnc3c2c1
    8, 2, -7, -28, 3, ·, 7, -3, 1
> CN(C)c1ccc(NC(=O)c2ccc(COc3cccc(Cl)c3)o2)cc1
    1, -14, -6, -4, -16[20 µM], ·, 3, 19, -2
> O=C(c1ccc([N+](=O)[O-])cc1[N+](=O)[O-])n1cnc2ccccc21
    1, -8, 0, -3, -21, -0.71, 1, -1, 0
> N#Cc1ccc(N2CCN(c3ccc(F)cc3)CC2)cc1
    1, -3, -5, -5, -22[20 µM], 0.18, 2, 3, 8
> O=S(=O)(c1ccc2c(c1)OCCO2)N1CCC(c2nc3ccccc3s2)CC1
    -5, -20, 3, -10, -8, ·, -2, 7, -8
> Cn1cnnc1SCC(=O)c1ccc(OC(F)F)cc1
    -5, 3, 2, -3, -14[20 µM], 1.1, -8, -7, 3
> O=C(NC1CCCC1)C(c1ccc(N2CCOCC2)cc1)N(Cc1ccco1)C(=O)c1ccco1 (stereo not drawn)
    6, -11, -6, -11, 4, 2.2, 3[fluorescence artefact?], 2, -1
> CNC(=S)N(CCc1c(C)[nH]c2ccc(OC)cc12)Cc1cc(OC)c(OC)c(OC)c1
    -4, -18, -1, -8, -9, -0.75, 1, -22, ·
> Cc1c(O)ccc(/C=N/Nc2nc(-c3cccnc3)nc3ccccc23)c1O
    3, -11, 1, -90, -20, -1.2, -8, 11, 4
> CC(=O)c1cnc2c(-c3ccccc3)cnn2c1C
    4, -17, 0, -14, 2[20 µM], -1.3, 1, -1, 0
> Brc1cc(Br)c2nc(-c3ccc(N4CCOCC4)cc3)ccc2c1
    -6, -22, 0, -61, -7[20 µM], 0.099, -317[fluorescence artefact?], -182[fluorescence artefact?], ·
> O=c1c2ccccc2c(C=NCCc2ccccc2)c(O)n1Cc1ccccc1
    1, -8, 0, -18, -12[20 µM], ·, -1, -7[fluorescence artefact?], -3
> CCN(CC)c1ccc(/C=C/c2cc(-c3ccccc3)c3ccccc3n2)cc1
    10, 68*, -4, -110, -9, i, 13, -10, i
> CC(=O)Nc1ccccc1C(=O)C(=O)Nc1cccc(C(=O)NCc2ccc(C)cc2)c1
    -37, 4, -7, -13, -13, 0.11, 1[fluorescence artefact?], -5, ·
> CC/C(=N\NC(=O)COc1ccc(Br)cc1)c1ccc(OC)c(OC)c1
    0, -8, -2, -6, -11, -0.42, -2, -2, 1
> Cc1ccc(-c2cc(C(F)(F)F)c(C#N)c(=O)[nH]2)cc1
    -74, -2, -14, -1, -28, -2.1, 6, 4[fluorescence artefact?], ·
